KDM5B inh – Primary screen for KDM5B Histone Demethylases FDH-coupled qHTS; Lysine-specific demethylase 5B (Homo sapiens), Q9UGL1; KDM5B demethylase, FDH-coupled NADH fluorescence (FDH is formaldehyde dehydrogenase); Potency, µM (doses to about 57.7 µM), inactives show at the top dose activity change, negative = inhibition, hits mostly inhibitors; 220,000 compounds, 2.6% hits; AID 1347165, 2019; active means well fitted inhibition curve with a large enough effect; inconclusive means small, poorly fitted or top-dose-only effect; inactive means no such curve, though single readings can be large or run the other way; further: 0% is about no effect; nearly all actives have a fitted effect of over 70% in size
Target sequence (Q9UGL1 whole entry, looked up): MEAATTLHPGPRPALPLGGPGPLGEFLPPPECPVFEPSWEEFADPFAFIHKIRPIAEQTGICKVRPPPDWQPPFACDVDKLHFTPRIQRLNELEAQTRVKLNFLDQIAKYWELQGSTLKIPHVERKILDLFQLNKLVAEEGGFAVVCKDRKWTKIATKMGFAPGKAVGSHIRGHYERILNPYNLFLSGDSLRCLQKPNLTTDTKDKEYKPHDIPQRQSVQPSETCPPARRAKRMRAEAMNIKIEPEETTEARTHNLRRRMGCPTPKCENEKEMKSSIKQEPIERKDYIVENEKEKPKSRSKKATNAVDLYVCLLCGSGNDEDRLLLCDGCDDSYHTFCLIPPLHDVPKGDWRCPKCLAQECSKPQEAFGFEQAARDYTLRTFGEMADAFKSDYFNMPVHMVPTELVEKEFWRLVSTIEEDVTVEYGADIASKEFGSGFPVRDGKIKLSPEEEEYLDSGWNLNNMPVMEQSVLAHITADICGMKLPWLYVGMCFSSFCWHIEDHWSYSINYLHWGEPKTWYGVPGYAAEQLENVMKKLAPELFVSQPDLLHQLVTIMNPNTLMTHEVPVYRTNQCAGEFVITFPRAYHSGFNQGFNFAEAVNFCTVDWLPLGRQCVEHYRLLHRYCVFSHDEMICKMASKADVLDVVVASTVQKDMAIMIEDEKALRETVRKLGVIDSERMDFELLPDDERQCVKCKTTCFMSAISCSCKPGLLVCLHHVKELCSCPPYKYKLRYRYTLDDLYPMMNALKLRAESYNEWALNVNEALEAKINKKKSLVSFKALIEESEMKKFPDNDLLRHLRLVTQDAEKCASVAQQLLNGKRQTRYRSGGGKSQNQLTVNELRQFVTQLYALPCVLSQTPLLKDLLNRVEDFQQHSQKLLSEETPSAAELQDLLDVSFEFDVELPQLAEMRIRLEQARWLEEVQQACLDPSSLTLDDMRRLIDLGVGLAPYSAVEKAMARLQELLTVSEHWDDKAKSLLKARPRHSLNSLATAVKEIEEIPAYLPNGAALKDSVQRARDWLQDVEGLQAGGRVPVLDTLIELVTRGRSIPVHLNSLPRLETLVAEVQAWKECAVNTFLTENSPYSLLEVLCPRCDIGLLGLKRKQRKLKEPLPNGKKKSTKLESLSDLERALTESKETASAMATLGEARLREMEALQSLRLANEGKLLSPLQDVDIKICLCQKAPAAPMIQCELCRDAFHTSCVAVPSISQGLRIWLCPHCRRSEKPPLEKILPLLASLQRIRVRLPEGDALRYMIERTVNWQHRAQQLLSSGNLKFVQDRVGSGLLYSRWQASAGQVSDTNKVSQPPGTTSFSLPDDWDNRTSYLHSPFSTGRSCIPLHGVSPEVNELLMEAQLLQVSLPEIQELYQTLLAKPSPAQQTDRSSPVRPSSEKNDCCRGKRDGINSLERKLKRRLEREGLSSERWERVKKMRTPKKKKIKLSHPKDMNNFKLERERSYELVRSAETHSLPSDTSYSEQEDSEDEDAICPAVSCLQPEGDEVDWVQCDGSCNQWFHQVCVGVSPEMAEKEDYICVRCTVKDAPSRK
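Measured: NADH fluorescence change, 30 min, RT. System: KDM5BΔAP 200 nM final, H3K4me3 peptide, α-KG, Fe(II), ascorbate, NAD⁺ plus FDH, pH 7.5 HEPES. Compounds: titrated, 10 min pre-incubation with enzyme.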
* = called active by the depositor; i = inactive; ? = inconclusive; [ ] = dose if it differs, or a comment. Potency means the concentration at half of the fitted maximal effect. This is a subset (hit frequency here may not be typical).

> CSc1ccc(CCNC(=O)c2ccc(-c3nc(COc4ccccc4)c(C)o3)cc2)cc1
  KDM5B inh: 5%

> Cc1ccc(S(=O)(=O)N2CCN(Cc3cccc4cccnc34)CC2)c(C)c1
  KDM5B inh: 19%

> Cc1c(-c2ccccc2)nc2ccccc2c1C(=O)O
  KDM5B inh: -2%

> O=C(NC1CCOCC1)c1ccc(OC2CCN(Cc3ccccn3)CC2)cc1
  KDM5B inh: 13%

> CCN(CC)CC(C)(C)NS(=O)(=O)c1ccccc1
  KDM5B inh: 3%

> O=c1[nH]c(N2CCOCC2)nc2c1CCN(S(=O)(=O)c1ccccc1F)CC2
  KDM5B inh: -17%

> Cc1ccc(S(=O)(=O)C(CC(=O)c2ccc(Cl)cc2)C(=O)c2ccc(Cl)cc2)cc1 (configuration not stated)
  KDM5B inh: -10%

> COCCNC(=O)[C@@]12CCCC[C@H]1N(CCC(C)C)C(=O)CC2
  KDM5B inh: 9%

> Cc1c(CCC(=O)NCCc2cccc(F)c2)c(=O)oc2cc(O)ccc12
  KDM5B inh: i

> CSCc1nc(CNc2nc(C3CCCC3)nc3c2cnn3C)cs1
  KDM5B inh: 13%

Looked up by structure from above (2):
> Cc1ccc(S(=O)(=O)N2CCN(Cc3cccc4cccnc34)CC2)c(C)c1
  KDM5B inh: 19%

> CSc1ccc(CCNC(=O)c2ccc(-c3nc(COc4ccccc4)c(C)o3)cc2)cc1
  KDM5B inh: 5%

(list continues)
> Cc1ccn(CC(=O)N2CC(F)(F)C[C@H]2c2nc(C3CC3)no2)n1
  KDM5B inh: 17%

> CC(C)(C)c1cc(C(=O)OCCN2CCCCC2)cc(C(C)(C)C)c1
  KDM5B inh: 15%

> COc1ccc(C(=O)N2CCc3ccc(C(=O)NCC(C)C)cc32)cc1
  KDM5B inh: -9%

> CCc1ccc(OCC(=O)Nc2onc3c2CC(C)CC3)cc1 (configuration not stated)
  KDM5B inh: -10%

> Cc1ccccc1[C@H]1C[C@@H](O)[C@@H](O)[C@@H]1NC(=O)c1ccc(C(F)(F)F)cc1
  KDM5B inh: 8%[86.2 µM]

> CCN1CCN(c2ccc(C(=O)OC)cc2NC(=O)COc2ccccc2)CC1
  KDM5B inh: -28%

> O=C1NC(C(=O)NCc2cccs2)Cn2cccc21 (configuration not stated)
  KDM5B inh: -6%

> COc1cc(Cl)cc(CN2CCC3(CCCNC3)C2)c1OC (configuration not stated)
  KDM5B inh: -13%

> Cc1noc(-c2ccc(OCc3ccccc3F)cc2O)c1-c1ccc(Br)cc1
  KDM5B inh: -14%

> O=C(NCc1cccs1)C1CCN(C(=O)N2CCOc3ccc(Cl)cc32)CC1
  KDM5B inh: 1%

> O=C1CN(C(=O)CCC(=O)N2CCCC(Cc3nncn3-c3ccccc3)C2)c2ccccc2N1 (configuration not stated)
  KDM5B inh: 3%

> Cc1cc(C)c2nc(N(Cc3cccnc3)C(=O)CCOc3ccccc3)sc2c1
  KDM5B inh: 8%

> Cc1ccc(CNC(=O)c2ccc(C)o2)cc1
  KDM5B inh: -8%

> COc1ccc(C(=O)Nc2ccc([C@H]3OCC(=O)N(CCN)[C@@H]3CO)cc2)cc1
  KDM5B inh: ?

> COc1cc(/C=C2\Oc3cc(OC(=O)C(C)(C)C)ccc3C2=O)cc(OC)c1OC
  KDM5B inh: 1%

> O=C(CSc1cn(CCNC(=O)c2c(F)cccc2F)c2ccccc12)Nc1ccc(F)cc1
  KDM5B inh: 7%

> COCc1cc(=O)n(CC(=O)Nc2cc(OC)ccc2OC)c(N2CCOCC2)n1
  KDM5B inh: -14%

> O=C(CSc1nnc(-c2cccs2)n1C1CC1)N1CCN(c2ncccn2)CC1
  KDM5B inh: 5%

> Cn1nccc1C(=O)NCC1Cn2cccc2CN1Cc1ccccc1 (configuration not stated)
  KDM5B inh: 22µM*

> Oc1ccc(-c2ccc(-c3nc(CCc4ccccc4)no3)cn2)cc1
  KDM5B inh: 25µM*

> CCn1cnnc1-c1nn(C)c2c1CN(C(=O)CCCc1nc3ccccc3s1)CC2
  KDM5B inh: -32%

> COCc1ccc2c(c1)c(OC(C)(C)C(=O)Nc1cc(C)nn1C)nn2CCC(C)C
  KDM5B inh: ?

> Cc1cc(S(=O)(=O)Nc2ccc(O)c(Sc3nc4ccccc4s3)c2)ccc1Cl
  KDM5B inh: ?

> O=C(Nc1ccccc1)N1CCC(c2nn(-c3ccccc3)c(=O)[nH]2)CC1
  KDM5B inh: -2%

> COc1cc(C2C(C(=O)Nc3ccc(C)cc3C)=C(C)Nc3nc(SCc4ccccc4)nn32)cc(OC)c1OC (configuration not stated)
  KDM5B inh: -20%

> Fc1ccccc1N1CCN(c2nccn3nc(-c4ccc(Br)cc4)cc23)CC1
  KDM5B inh: -3%

> Cc1ccc(NC(=O)Nc2cccs2)c(C)c1
  KDM5B inh: ?

> CCOC(=O)c1cc(-c2ccc(F)cc2)n(CCC(=O)NCc2ccc(C)cc2)c1C
  KDM5B inh: ?

> CC(C)c1ccc(C(=O)N2CCN(C(=O)c3cccc4ncccc34)CC2)cc1
  KDM5B inh: 0%

> CC(=O)c1ccc(OCc2cc(C(=O)NC3CCCCC3)no2)cc1
  KDM5B inh: 21%

> CCOc1cc(C2C(C(=O)OC)=C(C)NC3=C2C(=O)c2ccccc23)c(Br)cc1O (configuration not stated)
  KDM5B inh: -30%

> COc1cc2oc(=O)c(CC(=O)N(C)C3CCS(=O)(=O)C3)c(C)c2cc1Cl (configuration not stated)
  KDM5B inh: ?

> O=C1NC(=NC2CCCCC2)C2(CCN(CC3CC3)CC2)N1c1cc(F)cc(F)c1
  KDM5B inh: 24%[115 µM]

> O=C(Nc1nc2ccccc2s1)NC1CC(=O)N(c2ccc3c(c2)OCCO3)C1 (configuration not stated)
  KDM5B inh: 14%

> Cc1cccc(N2CC(c3nc4ccc(C)cc4[nH]3)CC2=O)c1 (configuration not stated)
  KDM5B inh: -7%

> CC(C)c1noc(C2CCCN(C(=O)C3(c4ccccc4)CC3)CCC(=O)NCC2)n1 (configuration not stated)
  KDM5B inh: -12%

> COc1ccc(NC(=O)c2c(NC(=O)CCC(=O)O)sc3c2CCC(C(C)(C)C)C3)cc1 (configuration not stated)
  KDM5B inh: 5%

> c1coc(-c2cc(-c3nc(-c4ccc5c(c4)OCO5)no3)[nH]n2)c1
  KDM5B inh: 8%

> COc1ccc(CN2C(=O)CO[C@H]3CN(S(=O)(=O)c4ccccc4)C[C@H]32)cc1
  KDM5B inh: -12%[86.2 µM]

> CCOc1ccc(CCNC(=O)c2cc3c(s2)-c2ccccc2S(=O)(=O)C3)cc1
  KDM5B inh: -7%

> CCCOc1ccc(OCCN2CCN(C)C3(CCNC(=O)CC3)C2)cc1 (configuration not stated)
  KDM5B inh: -11%

> O=S(=O)(Cc1ccc(Cl)cc1)c1nc2ccccc2nc1NC1CCCC1
  KDM5B inh: -6%

> CC(C)C[C@@H]1N[C@H](C(=O)N2CCOCC2)Cc2c[nH]c3cccc1c23
  KDM5B inh: ?

> Cc1cccc(NC(=O)CSc2nc3cc([N+](=O)[O-])ccc3o2)c1
  KDM5B inh: -6%

> CCc1ccccc1NC(=O)Nc1cccc(F)c1
  KDM5B inh: 15%

> NNC(=O)CNC(c1ccccc1)c1cc(Br)ccc1N (configuration not stated)
  KDM5B inh: -6%

> Cc1noc([C@@H]2CC(F)(F)CN2C(=O)c2nn(C)c3ccccc23)n1
  KDM5B inh: ?

> CN1C[C@@H](NC(=O)c2ccc(F)cc2)C[C@H]1c1nc(-c2ccc3c(c2)OCO3)no1
  KDM5B inh: -14%[86.2 µM]

> O=C(Cc1ccccn1)N1CCC(N2CCCCCC2=O)CC1
  KDM5B inh: -5%[86.2 µM]

> O=C(NCCc1cccs1)c1cc(-c2ccccc2)n[nH]1
  KDM5B inh: 6%

> COc1ccc(C[C@H](NC(=O)[C@@]2(O)C[C@@H](O)[C@H](O)[C@@H](NC(=O)c3ccc(F)c(Cl)c3)C2)C(N)=O)cc1
  KDM5B inh: 9%

> O=C(COc1ccc(F)cc1)NCc1nnc2c(-c3nc(C4CC4)no3)cccn12
  KDM5B inh: ?

> Cc1ccc(-c2noc(-c3nnn(CC(=O)Nc4cccc(C(F)(F)F)c4)c3N)n2)cc1
  KDM5B inh: 10%

> Cc1ccccc1S(=O)(=O)N1CCCC(CCC(=O)NC2CCCCCC2)C1 (configuration not stated)
  KDM5B inh: ?

> COc1ccc2cc(S(=O)(=O)c3cccc(Cl)c3)c(=O)oc2c1
  KDM5B inh: i

> N#Cc1cc2c(cc1-c1cc3c(cc1C(=O)C1CC1)OCCO3)OCCO2
  KDM5B inh: -11%

> COc1ccc(C(C)NC(=O)c2cc3n(n2)CC(c2ccc(Cl)cc2)OC3)cc1OC (configuration not stated)
  KDM5B inh: 1%

> O=C(CCc1nc2ccccc2s1)N1CCCC(c2nc(C3CCOCC3)no2)C1 (configuration not stated)
  KDM5B inh: 15%

> Cc1ccc(-c2c(C)n([O-])c(C)c(-c3ccc(F)cc3)[n+]2=O)cc1
  KDM5B inh: 12%

> Cc1cc2ccccc2n2c(SCC(=O)Nc3cccc(C(F)(F)F)c3)nnc12
  KDM5B inh: ?

> CNC(=O)[C@@H]1CN(C(=O)c2cccc(OC)c2OC)C[C@H]1COC
  KDM5B inh: 22%

> NCC#Cc1cccc(C(F)(F)F)c1
  KDM5B inh: -27%

> COc1ccc(OCc2cc(C(=O)NC(C)CCO)n[nH]2)c(Cl)c1 (configuration not stated)
  KDM5B inh: 5%

> O=C(Nc1cc(Cl)cc(Cl)c1)c1cc(S(=O)(=O)N2CCc3ccccc3C2)ccc1F
  KDM5B inh: -25%

> Cc1ccc(Sc2ncccc2Cl)cc1
  KDM5B inh: 1%

> COC(=O)CSc1nc(N)c2c3c(sc2n1)CCCC3C (configuration not stated)
  KDM5B inh: ?

> Cc1cnc(-c2cccnc2)n1CC1CCN(C(=O)c2ccco2)CC1
  KDM5B inh: -2%

> CCOC(=O)c1oc2ccccc2c1COC(=O)CNC(=O)c1ccccc1OC
  KDM5B inh: 2%

> Cc1nn(CC(C)C)c2sc(C(=O)Nc3cccc(S(=O)(=O)N(C)C)c3)cc12
  KDM5B inh: -3%

> COCCNc1oc(-c2cccc(Cl)c2)nc1C#N
  KDM5B inh: ?

> O=C1[C@H]2CC[C@H](CN(Cc3cccc(N4CCOCC4)c3)C2)N1CC1CCC1
  KDM5B inh: -21%

> CCOC(=O)CNC(=O)CC(c1ccc(F)cc1)N1Cc2ccccc2C1=O (configuration not stated)
  KDM5B inh: 8%

> Cc1noc(C)c1S(=O)(=O)N1CC(c2nnc(-c3ccncc3)o2)C2(CCOCC2)C1 (configuration not stated)
  KDM5B inh: 12%

> CCc1nc2c(c(-c3ccc(O)cc3)n1)CN(Cc1cccc3ccccc13)CC2
  KDM5B inh: -9%

> COC(=O)c1ccc(Nc2nc3ccc(C)cc3n3cnnc23)cc1
  KDM5B inh: -17%

> CCNC(=O)CN1CCN(C(C(=O)O)c2c[nH]c3ccc(Cl)cc23)CC1 (configuration not stated)
  KDM5B inh: 13%

> CC(C)c1noc(CN(C)C(=O)CC2C(=O)NCCN2Cc2ccoc2)n1 (configuration not stated)
  KDM5B inh: -29%

> O=C(Nc1ccccc1-n1cncn1)C1CC(=O)N(c2ccccc2F)C1 (configuration not stated)
  KDM5B inh: -3%

> CCCCN(C)CCNC(=O)c1ccc2c(=O)n(CCc3ccccc3)c(=O)[nH]c2c1
  KDM5B inh: ?

> CC1=C[C@@H](CNC(=O)Nc2ccccc2)[C@H](C(C)C)C[C@H]1Cc1nnc(-c2ccncc2)o1
  KDM5B inh: -6%

> COc1ccc(-c2ccc3c(c2)C(=O)N2CCN(C(=O)CC(C)(C)C)C[C@@H]2C(=O)N3)c(OC)c1
  KDM5B inh: ?

> CN(CC1CCOC1)C(=O)c1ccc(Br)o1 (configuration not stated)
  KDM5B inh: 11%

> O=C(NCc1nnc2n1C(C(=O)NCCc1ccc(Cl)cc1)CC2)c1ccc(Cl)cc1Cl (configuration not stated)
  KDM5B inh: 29%[115 µM]

> CCCCCC1CCC(c2ccc(-c3ccc(CC)cn3)cc2)CC1C (configuration not stated)
  KDM5B inh: 28%

> CCCCN1C(=O)[C@@H]2C[C@@H](O)CN2C2(CN(Cc3cccnc3)C2)C1=O
  KDM5B inh: -20%[86.2 µM]

> CCC1c2nccn2CCCN1C(=O)C1CCOCC1 (configuration not stated)
  KDM5B inh: 5%

> Cc1nn2c(=O)cc(COC(=O)c3cccc(NC(=O)COc4ccc(C)c(C)c4)c3)nc2s1
  KDM5B inh: -2%

> COc1ccc(-c2nc(Cn3nnc(C(=O)Nc4ccccc4F)c3N)c(C)o2)cc1
  KDM5B inh: 7%

> CC(/C=N/NC(=O)C1CC1)c1ccccc1 (configuration not stated)
  KDM5B inh: 10%

> Nc1nc(COC(=O)c2ccccc2Cl)nc2ccccc12
  KDM5B inh: -16%

> O=C(NCc1nnc2n1CCCCC2)C1CC2(CCNCC2)CN1 (configuration not stated)
  KDM5B inh: 2%

> CCCCC1CCCN1C(=O)c1coc(COc2cccc(F)c2F)n1 (configuration not stated)
  KDM5B inh: -24%

> CCNC(=S)Nc1cccc(C#N)c1
  KDM5B inh: -6%

> COc1cc(/C=N/Nc2cc(C)nc(NS(=O)(=O)c3ccccc3)n2)ccc1O
  KDM5B inh: 9%

> CN(CC1CCOCC1)C(=O)NCc1ccc(F)cc1
  KDM5B inh: -14%

> COc1cc(OC)c(Nc2nc3ccccc3nc2NS(=O)(=O)c2ccccc2)cc1Cl
  KDM5B inh: -1%

> COc1ccc(C(=O)N2CCOCC3(CN(Cc4cc(C)cc(F)c4)C3)C2)cc1OC
  KDM5B inh: -7%[86.2 µM]

Ordered by value in KDM5B inh (smallest number first): three from the list above
> NCC#Cc1cccc(C(F)(F)F)c1
  KDM5B inh: -27%

> Nc1nc(COC(=O)c2ccccc2Cl)nc2ccccc12
  KDM5B inh: -16%

> COCCNC(=O)[C@@]12CCCC[C@H]1N(CCC(C)C)C(=O)CC2
  KDM5B inh: 9%

Screens deposited in PubChem BioAssay by National Center for Advancing Translational Sciences (NCATS).
